Source: PubChem BioAssay (National Center for Advancing Translational Sciences (NCATS))
ELG1 genotoxic: induces genotoxicity in HEK293T cells with luciferase-tagged ELG1; hit rate 1.3% among 330,000; HEK293T ELG1-luciferase reporter, luminescence, 16 h; Potency, µM (top dose mostly 46 µM), for the others: top-dose activity change, positive = activation, most hits filed as activators; also: potency is read from the fitted curve at half-maximal effect; % of control where 0% means no effect; nearly all actives have a fitted effect of over 60% in size
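DMSO vehicle served as control against compound-treated ELG1-luciferase HEK293T cells; exposure lasted 16 hr at 37 °C and 5% CO2, followed by ONE-Glo luminescence detection after 30 min.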
BRCA1 expr act: increases BRCA1 expression; MCF7-BRCA1-FFLuc reporter, luminescence, 48 h; response scale: scaled: vehicle 0%, 10 µM genistein 100%; Potency, µM (highest dose often 46.1 µM), for inactives: at the top dose activation, hits mostly activators; hit rate 1.1% among 380,000; also: potency is read from the fitted curve at half-maximal effect; nearly all actives have a fitted effect of over 80% in size; some results filed as inactive show a strong effect at the top dose
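Luminescence from a BRCA1-driven firefly luciferase in MCF7 cells was read after 48 h compound exposure at 37 C. Data normalized against DMSO and a 10microM genistein activation control, then curve-fitted across the titration.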
Tb PFK block: T. brucei PFK enzyme inhibition. T. brucei PFK, ADP-Glo luminescence. Potency, µM (doses to about 57.5 µM), for the others: top-dose activity, negative = inhibition, actives largely listed as inhibitors. hit rate 0.17% among 330,000. AID 485367;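 also: potency is read from the fitted curve at half-maximal effect; 0% = uninhibited 1x PFK enzyme wells and -100% = no-enzyme wells; nearly all actives have a fitted effect of over 60% in size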
Target sequence (O15648 whole entry, looked up): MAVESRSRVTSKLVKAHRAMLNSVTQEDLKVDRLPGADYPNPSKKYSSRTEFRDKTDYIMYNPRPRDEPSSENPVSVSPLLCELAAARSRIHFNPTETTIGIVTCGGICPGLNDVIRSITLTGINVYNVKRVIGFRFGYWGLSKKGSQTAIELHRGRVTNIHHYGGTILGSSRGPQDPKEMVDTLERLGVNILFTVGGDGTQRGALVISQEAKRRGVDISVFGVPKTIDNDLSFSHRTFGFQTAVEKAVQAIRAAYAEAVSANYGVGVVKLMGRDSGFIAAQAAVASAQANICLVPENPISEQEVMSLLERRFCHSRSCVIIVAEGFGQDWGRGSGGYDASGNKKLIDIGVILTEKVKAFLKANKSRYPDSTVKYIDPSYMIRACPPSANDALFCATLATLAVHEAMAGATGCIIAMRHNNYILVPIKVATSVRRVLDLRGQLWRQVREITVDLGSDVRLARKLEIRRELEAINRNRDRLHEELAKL
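Luminescent ADP detection (ADP-Glo, two-step: ATP depletion then ADP-to-ATP conversion for luciferase) reported PFK activity after 45 min room-temperature reaction of 1.25 nM enzyme with 0.5 mM F6P and 0.1 mM ATP at pH 8.0.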
Gal4-VP16 FLuc: counter-screen for ROR gamma inhibitors: Gal4-VP16 reporter; Drosophila S2 Gal4-VP16 UAS-luciferase, luminescence, 20 h; hit rate 3.5% among 310,000; Potency, µM (doses to about 53.6 µM), for inactives: at the highest dose activity, negative = inhibition, hits mostly inhibitors;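 also: Gal4-VP16 expression switched on by copper sulfate through the metallothionein promoter; potency is read from the fitted curve at half-maximal effect; % is scaled to controls: 0 for no effect and ±100 for the full control effect; nearly all actives have a fitted effect of over 50% in size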
ELG1 DNA repair: ELG1-dependent DNA repair inhibition. Potency, µM (doses to about 46.1 µM), for inactives: top-dose activity change, negative = inhibition, actives largely listed as inhibitors. HEK293T ELG1-luciferase reporter, luminescence, 16 h; DNA damage induced by 5-fluorouridine. hit rate 2.3% among 330,000; also: potency is read from the fitted curve at half-maximal effect; % is scaled to controls: 0 for no effect and ±100 for the full control effect; nearly all actives have a fitted effect of over 55% in size
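DMSO vehicle served as the neutral condition. Each well held 2,000 cells given 5-fluorouridine plus compound; after 16 hr at 37 °C/5% CO2, ONE-Glo was added and luciferase measured 30 min later.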
RORg inh: blocks mouse ROR gamma transcriptional activity; P51450; Drosophila S2 Gal4-RORgamma UAS-luciferase reporter, 20 h; Potency, µM (doses to about 53.6 µM), for the others: at the top dose activity change, negative = inhibition, most hits filed as inhibitors; hit rate 5.4% among 310,000; also: potency is read from the fitted curve at half-maximal effect; % is scaled to controls: 0 for no effect and ±100 for the full control effect; nearly all actives have a fitted effect of over 60% in size
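Luciferase reporter read in Schneider cells carrying Gal4-RORγ (mouse) and UAS-Photinus luciferase; cells given compound 1 h before 700 uM copper sulfate induction, then incubated 20 h at ambient temperature.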
p53 reactivation: re-activators of mutant p53; H1299 p53-A138V BP100-luciferase reporter, luminescence, 24 h; Potency, µM (highest dose often 92.2 µM), inactives show at the highest dose activity change, positive = activation, usual class: activators; hit rate 0.063% among 320,000; AID 504706; also: potency is read from the fitted curve at half-maximal effect; % of control where 0% means no effect; nearly all actives have a fitted effect of over 45% in size
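p53-null H1299 cells stably carrying temperature-sensitive p53-A138V and a BP100-luciferase reporter were pinned with compounds (4-point, 1:5 series) and held 24 hrs at 37 deg C. Luminescence was read 10 min after detection reagent.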
FLuc counter: counter-screen for miR-21 project: firefly luciferase inhibitors or activators. AID 588342. Potency, µM (doses to about 57.5 µM), inactives show at the top dose activity change, negative = inhibition, actives largely listed as inhibitors. hit rate 6.9% among 360,000. P08659. purified FLuc, Km substrates, luminescence inhibition;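 also: potency is read from the fitted curve at half-maximal effect; plate controls were vehicle for no effect and reference inhibitor for full effect; nearly all actives have a fitted effect of over 55% in size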
Target sequence (P08659 whole entry, looked up): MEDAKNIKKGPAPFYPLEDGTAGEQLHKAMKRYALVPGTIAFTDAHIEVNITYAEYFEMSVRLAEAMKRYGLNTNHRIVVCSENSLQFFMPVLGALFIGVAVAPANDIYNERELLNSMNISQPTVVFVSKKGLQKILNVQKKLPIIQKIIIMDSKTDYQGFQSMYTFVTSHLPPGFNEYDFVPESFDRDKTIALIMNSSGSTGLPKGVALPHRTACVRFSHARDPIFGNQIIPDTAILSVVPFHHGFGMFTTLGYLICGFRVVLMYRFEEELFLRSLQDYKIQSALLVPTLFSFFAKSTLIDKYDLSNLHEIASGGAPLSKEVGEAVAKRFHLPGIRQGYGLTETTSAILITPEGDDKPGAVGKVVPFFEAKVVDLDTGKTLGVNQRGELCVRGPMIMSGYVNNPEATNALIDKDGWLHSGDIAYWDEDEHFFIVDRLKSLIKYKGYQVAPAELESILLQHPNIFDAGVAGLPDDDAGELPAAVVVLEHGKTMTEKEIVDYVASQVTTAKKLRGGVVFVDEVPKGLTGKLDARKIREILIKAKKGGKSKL
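Biochemical qHTS of compounds, final roughly 60 µM downward over six points, against 10 nM purified firefly luciferase using Km concentrations of substrates (10 uM D-luciferin, 10 uM ATP) in Tris acetate pH 7.5 buffer; luminescence output.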
TRPV1 agonist: activates the human vanilloid receptor TRPV1; Q8NER1; TRPV1-expressing cells, Fluo-8 calcium influx, agonist mode; activation, % at 8.33 µM; hit rate 0.19% among 320,000; AID 540275; in the data active = activation above about 80%; inconclusive = between about 30% and that limit; also: 0% is about no effect
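Fluo-8 calcium influx in TRPV1-expressing cells, kinetic read (ex 480/em 520 nm). Compound added and read 3 min for agonist activity, followed by capsaicin at EC20 final and 2 min further read for enhancement.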
NPC1 promoter act: NPC1 promoter activation. Huh7 NPC1 promoter luciferase reporter, 24 h. Potency, µM (highest dose often 9.22 µM), inactives show at the highest dose activation, usual class: activators. hit rate 2.4% among 320,000. AID 485313;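 also: potency is read from the fitted curve at half-maximal effect; % of control where 0% means no effect; nearly all actives have a fitted effect of over 60% in size; reporter is driven by a mutant NPC1 promoter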
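Luminescence from an NPC1 promoter-driven luciferase reporter in stably transfected Huh7 cells was measured after 24 h compound treatment at 37 °C, followed by 10 min ambient incubation with luciferase detection reagent.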
Rab9 promoter act: Rab9 promoter activation. Huh7 Rab9 promoter-luciferase reporter, luminescence, 24 h. Potency, µM (titrated, usually from 9.22 µM), for the others: at the top dose activation, negative = inhibition, hits mostly activators. hit rate 2.8% among 320,000. AID 485297; also: potency is read from the fitted curve at half-maximal effect; % of control where 0% means no effect; nearly all actives have a fitted effect of over 60% in size
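Cell-based reporter: Huh7 stable for Rab9 promoter-driven luciferase, plated in reduced-serum medium with 10% FBS at 1500 cells/well, compound-treated 24 h at 37 °C, luminescence read after 10 min reagent.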
Starred values were filed as active, the others as inactive; ? = inconclusive; · = no result given; [ ] = dose if it differs, or a comment. Unless noted, calls follow the shape of the dose curve; as a rule, active = well fitted curve in the direction sought with a large enough effect; inconclusive = small, poorly fitted or top-dose-only effect, or another doubt; inactive = no such curve, though single readings can be large; an effect the other way counts as inactive or inconclusive.

Below each compound – ELG1 genotoxic, BRCA1 expr act, Tb PFK block, Gal4-VP16 FLuc, ELG1 DNA repair, RORg inh, p53 reactivation, FLuc counter, TRPV1 agonist, NPC1 promoter act, Rab9 promoter act
(1) COc1ccc(C(=O)c2c(C)c(CCC#N)n3ccccc23)c(OC)c1
    1%, -14%, -4%, 1%, -2%, 4%, -1%, 1%, -1, 0%, 0%
(2) O=C(COC(=O)c1ccc(Br)o1)Nc1nc2c(F)c(F)c(F)cc2s1
    -2%, 1%, 0%, 6%, 8%, 0%, -1%, -13%, 0, -1%, 1%
(3) O=C(CSc1nnc(C2CC2)n1CC1CCCO1)Nc1cccc(Cl)c1 (centres undefined)
    -1%, -10%, 1%, 7%, 11%, 0%, 2%, 1%, -2, -5%, 0%
(4) CC1(C)CC(=O)c2cc3c(N)c(C(=O)NCc4ccccc4)sc3nc2C1
    8%, -8%, -2%, -8%, 3%, 21%, 0%, 2%, 1, 2%, -11%
(5) CCOC(=O)CCC(NC(=O)c1ccc(NCN2C(=O)CCC2=O)cc1)C(=O)OCC (centres undefined)
    ·, -34%, ·, 5%, ·, 8%, ·, 1%, 3, ·, ·
(6) COC(=O)c1ccccc1N1C(=O)[C@@H]2C(c3ccc(Br)cc3)=NO[C@@H]2C1=O
    -2%, 3%, 0%, 0%, 1%, -7%, -5%, ?, 7, 2%, 1%
(7) Cc1ccc(NC(=O)c2ccc(-c3nn(C)c(=O)c4ccccc34)cc2)c(C)c1
    0%, 3%[1.84 µM], -5%, 8%, -30%, 7%, -2%, -1%, -7, -4%, 0%
(8) CC(C)(C)c1ccc(C(=O)N/C(=C/c2cccs2)C(=O)NCc2ccco2)cc1
    -2%, -31%, -3%, -12%, -17%, -11%, -13%, -14%, 1, -2%, -2%
(9) C[C@@H](O)[C@@H]1NC(=O)c2cc([N+](=O)[O-])cc(I)c2NCC[C@@H](C(N)=O)NC(=O)CNC1=O
    0%, 12%, 0%, 10%, -1%, -6%, -3%, 1%, -4, 1%, -6%
(10) COc1ccc(CCNC(=O)c2ccc(=O)[nH]n2)cc1OC
    1%, -19%, -2%, -9%, 1%, 5%[10 µM], -3%, 0%, 3, 9%, 0%
(11) Cc1ccc(/C=N/n2c(C)nc3ccccc3c2=O)s1
    14%, ·, 1%, 5%, ?, -16%, 13%, ?, ?, ?, 3.5µM*
(12) CCn1nc(NS(=O)(=O)c2ccc([N+](=O)[O-])cc2)c2cc3ccccc3nc21
    -1%, 0%, 12%, 2%, 8%, -13%, 3%, -15%, -1, -6%, 0%
(13) CC(=O)N/C(=C\c1ccccc1)C(=O)OCC(=O)N(C)C1CCCCC1
    1%, -28%, 4%, 0%, -2%, 10%, -9%, -7%, -3, 3%, 2%
(14) COc1cccc(NC(=O)CN(C)CC(=O)Nc2ccc(C)c([N+](=O)[O-])c2)c1
    -24%, 0%, -7%, ?, 18µM*, ?, -8%, 5%, 14, -4%, -9%
(15) Cc1nccn1CC(=O)N/N=C/c1ccc(O)c(O)c1
    0%, ·, -13%, -7%, 24%, -18%, ?, 1%, -1, -2%, -7%
(16) C#CCNC(=O)C1=C[C@@H](c2ccccc2)[C@H](CCCO)[C@@H](OCC)O1
    -4%, -15%, 3%, -7%, -2%, ?, -1%, 0%, -1, -2%, 3%
(17) O=C1N[C@H](Cc2ccccc2)COC(=O)[C@H](Cc2ccc(F)cc2)CC/C=C/C[C@@H]1CC(=O)N(CCO)Cc1ccccc1
    -12%, -57%, -4%, ·, 21µM*, ·, 1%, ·, ·, ·, ·
(18) COc1ccc(N(CC(=O)NCc2ccc(F)cc2)C(=O)CCC(=O)Nc2nccs2)cc1
    17%, -19%, -7%, 2%, 1%, -29%, 3%, 0%, 1, 2%, -3%
(19) CCCc1nc2ccccc2c(=O)n1/N=C/c1c(C)[nH]n(-c2ccc(C)cc2)c1=O
    0%, -73%, 7%, ?, ?, 13µM*, 14%, ?, 0, 9%, -6%
(20) CCOC(=O)CNC(=O)N1CCCC(C(=O)c2ccc3c(c2)OCO3)C1 (centres undefined)
    1%, -3%, -4%, 0%, 8%, 3%, 0%, 1%, 1, -6%, 0%
(21) Cc1cccc(NC(=O)CN2C(=O)CCS(=O)(=O)c3ccccc32)c1C
    -2%, 0%, 1%, 0%, 1%, -3%, 4%, 0%, 0, -3%, 3%
(22) CN1/C(=C\C(=O)Nc2ccc(Cl)cc2)C(C)(C)c2ccccc21
    -9%, 7%, -3%, ?, 0%, ?, ?, -19%, -3, 1%, -1%
(23) COc1ccc(S(=O)(=O)n2c([N+](=O)[O-])cnc2C)c(C)c1C
    1%, -5%, 1%, -3%, -1%, 0%, 5%, -1%, 1, -1%, -6%
(24) CCn1c(SCc2cccc(C)c2)nnc1-c1ccccc1
    -1%, 1%, -7%, -1%, 6%, 15%, 8%, -15%, 15, -2%, 2%
(25) Cc1ccc(-c2csc(NC(=O)c3ccc([N+](=O)[O-])o3)n2)cc1
    -19%, -55%, 0%, ?, -3%, -2%, ?, ?, ?, ?, 21%
(26) O=C(NCc1ccccc1)Nc1cccn(Cc2ccc(Cl)cc2)c1=O
    -1%, 7%, -16%, 0%, 9%, 30%, 7%, ?, 21, -11%, -29%
(27) CN(Cc1nccn1C)C(=O)c1ccc2nc(Cc3ccccc3F)oc2c1
    ?, 13µM*, 0%, 19%, ?, 18%, 16%, 13µM*, -2, 15%, ?
(28) Cn1nc(C(=O)NNC(=O)c2cccc(Cl)c2)ccc1=O
    4%, 23%, -7%, ·, 9%, ·, -1%, ·, ·, ·, ·
(29) CN1CCN(NC(=O)/C=C/c2ccc(Br)cc2)CC1
    10%, 41%, 1%, -10%, 8%, 10%, ?, 0%, 10, -1%, 26%
(30) O=C(CN1CCCCC1)Nc1ccc(C(F)(F)F)cc1Cl
    4%, 2%, -4%, 0%, 6%, 2%, 13%, ?, 4, -1%, -1%

Reprinted at random: five compounds from above
Below each compound – ELG1 genotoxic, BRCA1 expr act, Tb PFK block, Gal4-VP16 FLuc, ELG1 DNA repair, RORg inh, p53 reactivation, FLuc counter, TRPV1 agonist, NPC1 promoter act, Rab9 promoter act
(19) CCCc1nc2ccccc2c(=O)n1/N=C/c1c(C)[nH]n(-c2ccc(C)cc2)c1=O
    0%, -73%, 7%, ?, ?, 13µM*, 14%, ?, 0, 9%, -6%
(20) CCOC(=O)CNC(=O)N1CCCC(C(=O)c2ccc3c(c2)OCO3)C1 (centres undefined)
    1%, -3%, -4%, 0%, 8%, 3%, 0%, 1%, 1, -6%, 0%
(25) Cc1ccc(-c2csc(NC(=O)c3ccc([N+](=O)[O-])o3)n2)cc1
    -19%, -55%, 0%, ?, -3%, -2%, ?, ?, ?, ?, 21%
(28) Cn1nc(C(=O)NNC(=O)c2cccc(Cl)c2)ccc1=O
    4%, 23%, -7%, ·, 9%, ·, -1%, ·, ·, ·, ·
(15) Cc1nccn1CC(=O)N/N=C/c1ccc(O)c(O)c1
    0%, ·, -13%, -7%, 24%, -18%, ?, 1%, -1, -2%, -7%

Additional structures
Below each compound – ELG1 genotoxic, BRCA1 expr act, Tb PFK block, Gal4-VP16 FLuc, ELG1 DNA repair, RORg inh, p53 reactivation, FLuc counter, TRPV1 agonist, NPC1 promoter act, Rab9 promoter act
(31) COC(=O)N/N=C/c1cc(C)n(-c2ccc(Br)cc2)c1C
    2%, -8%, -2%, -10%, 9%, 13%, -2%, ?, ·, 1%, 16%
(32) CCC(=O)c1ccc(OCC(=O)NCc2ccccc2CN2CCCC2)cc1
    1%, -9%, 0%, ·, ?, ·, -2%, ·, ·, ·, ·
(33) COC(=O)CSc1cc(C(F)(F)F)nc(-c2ccccn2)n1
    0%, -10%[1.84 µM], 0%, 14%, -1%, -14%, 1%, 0%, -2, -2%, -2%
(34) CCOC(=O)C1=C(O)CCn2c1nc1ccccc12
    -1%, 16%, 0%, -3%, ?, 3%, -6%, 7%, 3, 0%, -5%
(35) O=C(c1cc(COc2ccc3ncccc3c2)on1)N1CCC(O)CC1
    -10%, 60%, 3%, 4%, ?, ?, 1%, -1%, 9, -6%, -5%
(36) CCC(=O)c1cn(CC(=O)Nc2ccccc2)c2ccccc12
    -3%, -14%, -4%, -8%, 3%, 43%, 3%, -2%, 5, 6%, 0%
